mcGAS lum: mouse cGAS inhibition by luminescence; 160,000 compounds, 0.15% hits; Q8C6L5; recombinant cGAS, Kinase-Glo ATP depletion luminescence; inhibition, % at 12.5 µM;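 note: 0% = negative control wells and 100% = reference inhibitor with no enzyme activity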
hcGAS lum: inhibitors of human cGAS; 290,000 compounds, 0.081% hits; inhibition, % at 12.5 µM; Q8N884; AID 1259398; recombinant h-cGAS, ATP depletion, Kinase-Glo luminescence;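 note: 0% = vehicle reaction and 100% = reaction without DNA for no activity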
Target sequence (Q8N884 whole entry, looked up): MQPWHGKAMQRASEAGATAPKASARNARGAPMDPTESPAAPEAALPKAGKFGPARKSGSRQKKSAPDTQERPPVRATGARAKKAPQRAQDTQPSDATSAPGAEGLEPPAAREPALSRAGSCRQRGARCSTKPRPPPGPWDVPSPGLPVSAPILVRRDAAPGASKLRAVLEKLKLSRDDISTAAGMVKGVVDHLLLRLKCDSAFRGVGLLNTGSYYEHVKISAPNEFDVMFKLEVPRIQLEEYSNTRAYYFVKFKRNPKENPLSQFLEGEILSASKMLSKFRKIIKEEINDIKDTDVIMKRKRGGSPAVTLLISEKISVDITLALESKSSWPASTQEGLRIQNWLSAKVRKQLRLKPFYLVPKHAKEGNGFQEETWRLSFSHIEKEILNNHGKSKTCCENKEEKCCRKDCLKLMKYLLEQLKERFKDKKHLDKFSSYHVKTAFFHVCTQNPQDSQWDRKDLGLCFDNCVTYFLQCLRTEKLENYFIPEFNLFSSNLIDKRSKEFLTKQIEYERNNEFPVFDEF
NPYLR7 ag: mosquito NPYLR7 agonism; HEK293T NPYLR7/Galpha15, GCaMP6s calcium fluorescence; AID 1259423; activation, % at 10 µM; 270,000 compounds, 0.15% hits; in the data active = activation above about 40%;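 note: 0% = vehicle and 100% = reference agonist at the receptor; some compounds past the cut are filed as inactive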
Starred values were filed as active, the others as inactive; · = not tested or not shown; & = joins results of further samples. Cut-off read from the data, not from the text of the source, unless noted: active = inhibition above about 40%; inactive = the rest. Hits appear at their usual frequency; any-hit rate near 0.29%.

Second line of a record – hcGAS lum	mcGAS lum	NPYLR7 ag
COc1ccc(S(=O)(=O)N2CCN(CCCOC(c3ccc(Cl)cc3)c3ccc(Cl)cc3)CC2)cc1OC
  -8	-9	1
O=[N+]([O-])c1cc(C=NN2CCOCC2)ccc1Sc1ncccn1
  -5	-4	-1
O=c1[nH]c2ccccc2n1CCCSc1nnc(COc2ccccc2Cl)o1
  -3	·	6
CCN(CCN1C(=O)CNC1=O)Cc1cccc(F)c1
  -14	·	-3
Cc1cccnc1C(NC(=O)C1CCN(Cc2ccc3ccccc3n2)CC1)c1ccccc1 (stereo not given)
  1	·	0
C=CCNc1nnc(SCC(=O)NNC(=O)c2ccc(F)cc2)s1
  -1	-6	8
CCCS(=O)(=O)N1CCN(c2ncnc3c2nnn3-c2ccccc2)CC1
  -4	-7	-6
COc1cccc2sc(N(CCN(C)C)C(=O)c3cccs3)nc12
  -10	-7	-5
NC(=O)c1ccccc1NC(=O)C1CCCN(c2ccc(-c3ccccc3)nn2)C1 (stereo not given)
  -8	-7	-13
CCCCN(CC(=O)N1c2ccccc2-n2cccc2C1c1ccc(OC)cc1)C(=O)NC12CC3CC(CC(C3)C1)C2 (stereo not given)
  -8	-6	17
CC1CC1C(=O)Nc1ccc(Cl)c(S(=O)(=O)N2CCCC2)c1 (stereo not given)
  -6	·	10
COCCCN1C(=O)C(=Cc2c(N3CCC(C)CC3)nc3ccc(C)cn3c2=O)SC1=S
  0	-5	1
COCCNC(=O)CN1CCN(C(=O)c2cn(C)cc3c(=O)n(-c4ccccc4)nc2-3)CC1
  -5	-2	-3
COc1cc(Br)c(CC(=O)NC(c2ccc(Cl)cc2)c2nccn2C)cc1OC (stereo not given)
  3	·	2
COc1ccc(N2CCN(C(=O)C3CCCCC3C(=O)Nc3cc(OC)ccc3OC)CC2)cc1 (stereo not given)
  -11	·	-5
Cc1cn2c3c(=O)n(Cc4ccc(Br)cc4)c(=O)n(C)c3nc2n1Cc1ccco1
  2	-1	1
Cc1noc(CN(C)C(=O)C2CCCCN2Cc2ccccc2)n1 (stereo not given)
  -3	·	10
COc1cccc(CNC(=O)C2CCN(C(=O)[C@H](C)NC(=O)Nc3ccc(Br)cc3Cl)CC2)c1
  -7	-7	0
COc1cc(F)ccc1NC(=O)N1CCC(N2CCCC2)C1 (stereo not given)
  -2	·	-22
O=C(NCC(c1cccc2ccccc12)N1CCCC1)C(=O)Nc1ccc([N+](=O)[O-])cc1 (stereo not given)
  1	·	-1
Cn1c(SCc2cc(Cl)c3c(c2)OCCO3)nnc1C1CC1
  -6	·	0
CN(C)CCC1Sc2ccccc2Sc2ccccc21 (stereo not given)
  -3	·	5
Cc1c(C(=O)NCCCN2CCOCC2)cnc2c(-c3ccc(C(C)C)cc3)cnn12
  -4	-2	15
COc1ccccc1C1C(C(N)=O)=C(C)Nc2ncnn21 (stereo not given)
  -6	-1	-3
O=C(N1CCN(C(=O)C23CC4CC(CC(C4)C2)C3)CC1)C12CC3CC(CC(C3)C1)C2
  -5	·	4
CCc1cnc(-c2cccc(O)c2)nc1
  0	·	-3
COc1ccc(Cl)cc1-c1cccc(-n2cncc2C(=O)NCc2c(F)cccc2F)c1
  -7	-6	-3
O=C1OC(c2ccc([N+](=O)[O-])cc2)=N/C1=C/C=C/c1ccccc1
  -4	-6	6
O=c1[nH]c2cc(Cl)ccc2c(O)c1-c1ccc(Oc2ccccc2)cc1
  -7	-1	3
O=c1[nH]cnc2c1C(c1ccc([N+](=O)[O-])cc1)c1c(nc[nH]c1=O)O2
  -5	-4	0

An excerpt from above in order of count of non-hydrogen atoms, high to low.
Second line of a record – hcGAS lum	mcGAS lum	NPYLR7 ag
NC(=O)c1ccccc1NC(=O)C1CCCN(c2ccc(-c3ccccc3)nn2)C1 (stereo not given)
  -8	-7	-13
COc1cccc2sc(N(CCN(C)C)C(=O)c3cccs3)nc12
  -10	-7	-5
CCN(CCN1C(=O)CNC1=O)Cc1cccc(F)c1
  -14	·	-3

Part of the list above, in CSV form:
molecule,hcGAS lum,mcGAS lum,NPYLR7 ag
CN(C)CCC1Sc2ccccc2Sc2ccccc21 (stereo not given),-3,·,5
Cc1c(C(=O)NCCCN2CCOCC2)cnc2c(-c3ccc(C(C)C)cc3)cnn12,-4,-2,15
COc1ccccc1C1C(C(N)=O)=C(C)Nc2ncnn21 (stereo not given),-6,-1,-3

Other records follow:
Second line of a record – hcGAS lum	mcGAS lum	NPYLR7 ag
COCCNC(=O)Cn1nc2c(c1NC(=O)C1(c3ccc(Cl)cc3)CCCC1)CSC2
  -3	-6	-5
CNc1ccnc(N2CCC(Cn3cc(-c4ccccn4)nn3)CC2)n1
  -8	-9	0
N#CC1(c2ccccc2)CCN(C(=O)C2CC=CCC2C(=O)NCCCc2ccccc2)CC1 (stereo not given)
  -5	-4	-5
O=C(CSc1nc2ccccc2c(=O)[nH]1)c1cccs1
  -5	-4	-3
COCC(=O)N(CC(=O)N(CCc1c[nH]c2ccccc12)Cc1ccc(C(F)(F)F)cc1)CC(C)C
  -13	-6	·
N#CCCSc1nc2sc3c(c2c(=O)n1Cc1ccco1)CCCC3
  -7	·	8
CCC(C)CCCCC(=O)NC(CCN)C(=O)NC(C(=O)NC(CCN)C(=O)NC1CCNC(=O)C(C(C)O)NC(=O)C(CCN)NC(=O)C(CCN)NC(=O)C(CC(C)C)NC(=O)C(Cc2ccccc2)NC(=O)C(CCN)NC1=O)C(C)O (stereo not given)
  -4&-4	·	-7
COC(=O)[C@@H](NC(=O)C1CCCN(C(=O)c2cc(C)cc(C)c2)C1)C(C)C (stereo not given in full)
  -4	·	10
COc1cc(-c2cccc(C(C)N3CCCC3)c2)cc2cc(C(=O)O)oc12 (stereo not given)
  -3	·	12
CN1CCN(NC(=O)CN2C(=O)S/C(=C\c3c(Cl)cccc3Cl)C2=O)CC1
  0	3	7
CCC(=O)c1ccc(OCC(=O)N2CCN(C(=O)C3CCCO3)CC2)cc1 (stereo not given)
  -7	·	-7
Cc1ccc(NC2=C(Cl)C(=O)N(Cc3ccc(Br)cc3)C2=O)cc1Cl
  -7	-4	-4
O=C(c1cc(=O)c2ccccc2o1)N1CCN(Cc2nc(C3CC3)cs2)CC1
  1	-8	-11
CCOc1ccc2oc(C)c(C(=O)N3CCc4c(nc(C)[nH]c4=O)C3)c2c1
  -2	-11	·
CNCC(=O)N1CCC(C(C)COC)CC1 (stereo not given)
  -12	-6	·
CC1(C(=O)Nc2cccc3c2CCCC3)CCN1C(=O)CCC1CCCC1 (stereo not given)
  -9	·	4
Cc1ccc(-c2cnc(SCCNC(=O)Cc3ccccc3)[nH]2)cc1
  -3	-6	2
CC(Oc1ccccc1)C(=O)N1CCC(Cc2ccc(C(F)(F)F)cc2)CC1 (stereo not given)
  -6	-7	3
O=C(Nc1cnc2ccccc2c1)C(=O)N1CCC(Oc2ccccc2)CC1
  -5	-10	-3
C=CCn1c(-c2ccc(F)cc2)n[nH]c1=S
  3&12	·	-15&-8
CCOP(=O)(CNC(=O)C=Cc1cc(Br)ccc1OC)OCC
  -4	-2	0
C=CCN(CC(=O)N1CCc2sccc2C1c1ccc(Cl)cc1)C(=O)CCc1ccccc1 (stereo not given)
  -3	-2	3
COc1cc(C=Nn2cnnc2)cc(Br)c1OC(C)C
  -4	-7	4
CCC(C(=O)NCCN1CCOCC1)n1c(=O)n(-c2cccc(F)c2)c(=O)c2ccccc21 (stereo not given)
  -5	-4	16
O=C(CCN[C@H]1c2ccccc2C[C@H]1O)Nc1nnc(C2CC2)s1
  0	·	15
CN(C)c1ccc(C(=O)N2CCCC(N3CCN(Cc4ccc5c(c4)OCO5)CC3)C2)cc1 (stereo not given)
  -5	·	19
Cc1cc(C)n(CC(C)NCc2ccccc2-n2ccnc2C)n1 (stereo not given)
  -9	-12	24
CCC(C(=O)Nc1cccc(C2SCC(=O)N2c2ccc(OC)cc2)c1)c1ccccc1 (stereo not given)
  -1	-6	-3
CC(C)CN(CC(=O)N(Cc1ccc(F)cc1)Cc1ccco1)Cc1cc(F)ccc1F
  0	1	5
Nc1cc(=O)[nH]c(CCNCC2(O)CCCNC2)n1 (stereo not given)
  -3	·	0
CC(C)(C)c1nnnn1Cc1cn(-c2ccc(Cl)cc2)nn1
  -6	-10	-1
OC12CC3CC(C1)CC(n1cnc(Cl)n1)(C3)C2
  -13	-5	·
O=C(O)c1cccnc1CN1CCCC1c1ccco1 (stereo not given)
  -7	-12	5
FC(F)(F)c1ccccc1C=NN1CCN(Cc2ccccc2)CC1
  -5	-6	-5
CC(C)CC(=O)N(Cc1ccco1)Cc1c(-c2ccccc2)noc1N1CCCC1
  -8	-5	2
O=C(NCc1ccc(F)cc1)c1ccc(Nc2c(Oc3ccc4c(c3)OCO4)cnn(-c3ccccc3)c2=O)cc1
  -12	-4	9
N#C/C(=C\c1cn(Cc2ccc(Cl)c(Cl)c2)c2ccccc12)c1nn(CCO)c(N)c1C#N
  -5	·	3
CN(C)CCCNS(=O)(=O)c1ccc2c(c1)OCCCO2
  -8	-5	9
FC(F)(F)c1ccc(-c2nc3ccc(Br)cn3c2NCc2ccccc2)cc1
  -3	-7	24
COc1ccc(C(NC(=O)NC2CCCCCCC2)c2nccn2C)cc1 (stereo not given)
  -8	-14	-6
CC1Cc2cc(S(N)(=O)=O)ccc2N1S(=O)(=O)c1ccc(OC(F)(F)F)cc1 (stereo not given)
  0	·	7
O=C(c1cncc(F)c1)N1CCCC(CCc2ccc(F)cc2)C1 (stereo not given)
  -9	-13	·
O=C(c1ccc(Cl)cc1)N1CCCC(OCc2ccc(C(F)(F)F)cc2)C1 (stereo not given)
  -9	-7	-4
Cc1ccc(C(NC(=O)CCn2c(C)cc(C)nc2=O)c2ccncc2)cc1 (stereo not given)
  -5	·	1
CSc1c(Br)csc1/C(=N\OS(C)(=O)=O)C(F)(F)F
  -4	·	4
CN(Cc1ccccc1)c1ncccc1CNC(=O)C1CNCCO1 (stereo not given)
  -2	·	9
N#Cc1cnn(C(=O)c2cccs2)c1N
  9	·	-4
COc1c(C)cnc(CN(C)Cc2cnccn2)c1C
  -10	·	5
CCc1c(C(=O)N2CCCC2c2nc(CCOC)no2)[nH]c2ccccc12 (stereo not given)
  -5	·	5
CN(C)C=Nc1ncc(Sc2ccccc2[N+](=O)[O-])s1
  -11	-2	6
O=C(CCc1nc2ccccc2[nH]c1=O)OCc1ccc(C(=O)c2ccccc2)cc1
  -8	·	2
Nc1c(C(=O)CSc2ncnc3sccc23)c(=O)[nH]c(=O)n1C1CC1
  -6	·	4
Cc1n[nH]c(C)c1CCc1nncn1-c1cccc2ccccc12
  -8	-12	8
CC(C)C1CCN(C(=O)NC2CCCC(S(C)(=O)=O)C2)CC1 (stereo not given)
  -10	·	4
Nc1ncnc(N/N=C\c2ccccc2)c1[N+](=O)[O-]
  -10	-8	-8
Cc1ccc(-n2nc(C(=O)NCCc3ccccn3)c(=O)n(Cc3ccccc3Cl)c2=O)cc1C
  -4	-9	-5
Cc1n[nH]c(=O)n1-c1ccc(F)c(Cl)c1
  2	·	-8
C=CCSc1nnc(NC(=O)c2cccc(Br)c2)s1
  -5	-7	-2
O=C(C1CCCC1)N(Cc1c(-c2ccccc2)noc1N1CCc2ccccc2C1)CC1CCCO1 (stereo not given)
  -6	-6	5
O=C(O)C1CCN(c2ncnc3cc(-c4ccc(F)cc4)sc23)CC1
  -3	·	1

(next part)
Second line of a record – hcGAS lum	mcGAS lum	NPYLR7 ag
Cc1cc(F)ccc1S(=O)(=O)N(Cc1nnc(-c2ccccc2Cl)o1)C(C)C
  -8	-7	1
COc1ccc(CNC(=O)c2sc(=O)n(Cc3ccc4c(c3)OCO4)c2C)cc1
  -6	·	13
CC1(C(=O)NS(=O)(=O)c2cccc(C#N)c2)CCN1C(=O)CC1CC1 (stereo not given)
  -6	·	-2
CN(C)CCCN(C)C1CCCN(C(=O)c2cc3sccc3[nH]2)C1 (stereo not given)
  -10	·	20
COc1ccccc1-c1cccc(C(=O)NCCc2cnc[nH]2)c1
  -3	-13	3
CC1CC1C(=O)Nc1ccc(-n2nccc2C(F)(F)F)cc1 (stereo not given)
  -9	·	6
Fc1ccccc1CN1CCC(NCc2cccc3c2OCCCO3)CC1
  -2	·	-1
CCNC(=O)OC1CN(C(=O)c2ccc(C)cc2)CCC(=O)N(C)c2ccccc21 (stereo not given)
  0	-8	2
COc1ccc(N2C(=O)CC(N(CCc3ccc(Cl)cc3)C(C)=O)C2=O)cc1 (stereo not given)
  -1	-6	-14
Cc1nnc(Sc2nc3ccccc3nc2C)s1
  -7	-16	3
CCCSc1nc2c(c(=O)n(C)c(=O)n2C)n1CCCc1ccccc1
  -3	-7	1
Cc1ccccc1C(=O)n1sc(=O)c2ccccc21
  -3	·	2
CC(CN1CCCCCC1)NCC1CCN(C(=O)C(C)C)CC1 (stereo not given)
  -6	-10	-4
c1ccc(Cc2nc(CCc3cccs3)n[nH]2)cc1
  5	-5	4
Cc1ccc([N+](=O)[O-])cc1N1C(=O)C2C3C=CC(CC3)C2C1=O (stereo not given)
  5	·	4

Record cards, as listed above:
Entry for Cc1cc(F)ccc1S(=O)(=O)N(Cc1nnc(-c2ccccc2Cl)o1)C(C)C = hcGAS lum = -8; mcGAS lum = -7; NPYLR7 ag = 1
Entry for COc1ccc(N2C(=O)CC(N(CCc3ccc(Cl)cc3)C(C)=O)C2=O)cc1 (stereo not given) = hcGAS lum = -1; mcGAS lum = -6; NPYLR7 ag = -14
Entry for Fc1ccccc1CN1CCC(NCc2cccc3c2OCCCO3)CC1 = hcGAS lum = -2; mcGAS lum = ·; NPYLR7 ag = -1
